# High-throughput results from PubChem.
# FBW7 activator – human FBW7 E3 ligase activation, primary screen. Q969H0. normalized activity (activation), % at 26.1 µM. AlphaScreen FBW7–phospho-cyclin E peptide binding, activator screen. 650,000 compounds, 0.13% hits; in the data active = normalized activity above about 1.9%;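 note: purified mutant Fbw7 with reduced substrate affinity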
# MITF primary – blocks human microphthalmia-associated transcription factor; O75030; AlphaScreen MITF homodimerization, bead proximity signal; inhibition, % at 2.6 µM; 650,000 compounds, 0.91% hits; AID 1259374; in the data active = inhibition above about 50%;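 note: 0% = vehicle wells with protein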
# Target sequence (O75030 whole entry, looked up): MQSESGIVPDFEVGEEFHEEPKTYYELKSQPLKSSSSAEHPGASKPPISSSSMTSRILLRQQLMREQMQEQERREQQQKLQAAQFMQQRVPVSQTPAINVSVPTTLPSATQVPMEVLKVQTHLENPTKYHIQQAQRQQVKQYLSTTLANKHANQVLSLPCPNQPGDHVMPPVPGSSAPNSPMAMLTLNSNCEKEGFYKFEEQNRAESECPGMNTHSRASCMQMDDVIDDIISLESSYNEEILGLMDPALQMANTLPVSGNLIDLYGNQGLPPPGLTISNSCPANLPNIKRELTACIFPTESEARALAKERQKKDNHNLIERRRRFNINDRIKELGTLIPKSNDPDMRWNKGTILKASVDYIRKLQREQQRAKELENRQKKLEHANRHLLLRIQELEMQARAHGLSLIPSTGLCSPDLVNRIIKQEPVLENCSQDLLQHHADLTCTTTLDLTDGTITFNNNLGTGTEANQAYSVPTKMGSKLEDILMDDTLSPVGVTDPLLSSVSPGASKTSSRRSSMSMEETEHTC
# TEAD-YAP inh – TEAD-YAP interaction inhibition; HEK-TIYL cells, TEAD-Gal4/YAP UAS-luciferase luminescence; inhibition, % at 9.12 µM; 640,000 compounds, 1.4% hits; AID 1259422; in the data active = inhibition above about 32%;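 note: 0% = median of test compound wells and 100% = reference inhibitor wells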
# GPR151 activ – human GPR151 activation. PathHunter beta-arrestin GPR151 cells, luminescence. activation, % at 11.2 µM. 650,000 compounds, 1% hits. AID 1508602; in the data active = activation above about 4.9%;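 note: 0% = median of compound wells and 100% = cells with positive control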
# Target sequence (Q8TDV0 whole entry, looked up): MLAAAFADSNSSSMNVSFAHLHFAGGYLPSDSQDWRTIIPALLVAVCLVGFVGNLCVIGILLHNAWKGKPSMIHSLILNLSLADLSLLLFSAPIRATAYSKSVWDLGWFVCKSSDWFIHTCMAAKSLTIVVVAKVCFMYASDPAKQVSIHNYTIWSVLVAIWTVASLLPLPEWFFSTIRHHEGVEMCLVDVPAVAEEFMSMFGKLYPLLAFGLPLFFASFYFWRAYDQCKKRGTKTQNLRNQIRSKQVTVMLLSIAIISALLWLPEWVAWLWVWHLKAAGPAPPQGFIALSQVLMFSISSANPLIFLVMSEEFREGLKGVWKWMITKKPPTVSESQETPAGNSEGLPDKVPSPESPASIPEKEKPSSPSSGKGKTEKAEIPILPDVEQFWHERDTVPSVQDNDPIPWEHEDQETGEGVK
# An asterisk follows results filed as active; i = inactive; & = joins results of further samples.
# Value order: FBW7 activator	MITF primary	TEAD-YAP inh	GPR151 activ
Cc1ccccc1CNC(=O)C(C)n1nc(C)n2c(cc3occc32)c1=O (stereo not given)
    -0.1	3	1	-0.1
CC(=O)C1=C(C)NC(SCc2ccccc2C)=C(C#N)C1c1ccccc1[N+](=O)[O-] (stereo not given)
    0.1	9	4	1.6
O=C(CNC(=O)c1ccc2c(c1)OCO2)N/N=C/c1ccc2c(c1)OCO2
    0.1	8	-5	-1.1
C=CCn1cc(CN2CCc3nc(C)[nH]c(=O)c3C2)c2ccccc21
    0.5	13	0	-0.6
O=C(Nc1nc(-c2ccc(I)cc2)cs1)c1ccccc1Oc1ccccc1
    0.0	-1	1	0.3
CCc1cccc(NS(=O)(=O)c2ccc(C)cc2)c1
    0.2	6	-6	1.7
CCCCc1ccc(C(=O)N/C(=C\c2ccc(F)cc2)C(=O)NC2CCCCC2)cc1
    0.1	4	16	1.4
CC1CCN(CCNS(=O)(=O)c2ccc(Cl)s2)CC1
    -0.1	-2	3	-2.1
O=S(=O)(NC1CCCCC1Oc1ccccc1)c1ccc(Cl)cc1 (stereo not given)
    0.7	-4	-4	1.1
O=c1c2c3c(sc2ncn1CCCO)CC(NCCCc1ccccc1)CC3 (stereo not given)
    0.1	-1	0	0.8
O=C(NCc1ccc(Cl)cc1)c1cc2nc3c(c(C(F)(F)F)n2n1)CCc1ccccc1-3
    0.2	8	-23	1.6
CCOc1ccc(/C(O)=C2/C(=O)C(=O)N(Cc3cccnc3)C2c2ccc(Cl)cc2)c(C)c1 (stereo not given)
    -0.1	0	0	0.0
CC1CC(C)(C)NC(=S)N1CCC(=O)NCCc1ccc(Cl)cc1 (stereo not given)
    0.0	6	13	0.0
O=C1CCCN1CCn1cnc2c(Nc3ccc(N4CCOCC4)cc3)nc(Cl)nc21
    0.0	0	-6	-1.3
O=C(O)c1ccccc1C(=O)NC1CCCc2ccccc21 (stereo not given)
    0.3	12	4	-0.9
COC(=O)Cc1ccc(NC(=O)COc2ccc(C)c(C)c2)cc1
    0.4	0	-5	1.0
Cc1sc(NC(=O)Cn2c(=O)oc3ccccc32)c(C#N)c1C
    -0.1	2	5	0.4
COC(=O)C(NC(=O)c1cccnc1Cl)C(C)C (stereo not given)
    0.1	1	-5	0.8
COc1cccc(C2CC(c3ccc(Br)cc3)=NN2c2ccccc2F)c1 (stereo not given)
    0.6	-4	8	0.6
Cc1ccc(N2C(=O)/C(=C/c3ccc(N4CCOCC4)o3)C(=O)NC2=S)c(C)c1
    0.5	21	-9	-0.9
O=C(N/N=C/c1ccco1)c1cc(C2CC2)[nH]n1
    0.2	5	-32	-3.0
O=C(NCc1csc(-c2cccs2)n1)Nc1cccc(Cl)c1
    1.8	9	8	-0.5
CCOC(=O)C1CCN(C(=O)c2nn(-c3ccc(OCC)cc3)c(=O)c3ccccc23)CC1
    0.1	-4	-2	2.4
CCOC(=O)N1CCC2(CC1)C(C#N)=C(N)Oc1n[nH]c(CSc3ccc(C)cc3)c12
    -0.1	11	6	1.7
Cc1cccc(NS(=O)(=O)c2cc(C(=O)N3CCC(C(N)=O)CC3)ccc2Cl)c1C
    0.0	-6	6	0.2
COc1ccccc1C(=O)NCCCN1CCCC1=O
    -0.1	9	4	0.9
CCS(=O)(=O)c1ccc2c(c1)N(Cc1ccc(S(C)(=O)=O)cc1)C(=O)C(C)O2 (stereo not given)
    0.5	-4	1	-0.2
CC1=C(C(=O)OC2CCCC2)C(c2ccccc2OCc2ccccc2)NC(=O)N1C (stereo not given)
    0.2	13	9	1.6
COC(=O)c1ccc(NC(=O)CSc2nc3ccc(NC(=O)CSc4ccccn4)cc3s2)cc1
    -0.2	1	-14	0.6
CCOc1nc(C)ccc1-c1noc(-c2ccc(F)cc2)n1
    -0.1	-16	-18	-0.3
O=C(O)c1ccc2c(c1)C(=O)N(c1ccc(NC(=O)c3ccc(N4C(=O)c5ccc(C(=O)O)cc5C4=O)cc3)cc1)C2=O
    -0.7	6	4	2.2
Cc1nn(CC(=O)Nn2c(C3CCCCC3)nc3ccccc3c2=O)c(C)c1[N+](=O)[O-]
    0.2	14	0	-0.8
COC(=O)C1=C(C)N=c2s/c(=C3\C(=O)N(C)c4ccccc43)c(=O)n2C1c1cccs1 (stereo not given)
    -0.2	-7	-8	-0.1
COc1cc(/C=C2/C(=N)N3N=C(CC(C)C)SC3=NC2=O)ccc1OCCSc1ccc(C)cc1
    -0.1	0	-1	-1.2
CCOc1ccc(OCC)c(NC(=O)CSc2nc3cccnc3n2C)c1
    -0.2	11	-10	0.6
CCCS(=O)(=O)N1CCN=C1SCc1ccc(Cl)cc1
    -0.2	1	2	-0.4
COCCCNC(=O)c1ccc2c(Cl)c3c(nc2c1)CCCC3
    0.1	16	-18	-0.9
Cc1cc(NC(=O)CSc2nnc(CNc3ccc(F)cc3)n2C2CCCCC2)no1
    -0.2	-5	1	0.0
Cc1cc(C(=O)O)ccc1-c1ccc(/C=N/n2cnnc2)o1
    0.2	16	6	-0.7
CCC(=O)Oc1ccc(CNC(C)(C)C)cc1
    -0.3	6	9	0.3
CCOC(=O)C1=C(C)NC2=C(C(=O)CC(C)(C)C2)C1C (stereo not given)
    0.3	10	-9	1.1
Cc1noc(C)c1-c1cccc(C(=O)Nc2ccccc2)n1
    0.1	3	-7	-1.3
C#CC(O)(c1ccc(N2CCOCC2)cc1)c1ccc(OC)cc1OC (stereo not given)
    -0.1	i	7	0.3
O=C(Cn1nc2n(Cc3ccc(F)cc3)c3ccccc3n2c1=O)N1CCOCC1
    0.2	6	0	0.0
Cc1cc(NC(=O)CCCC(=O)O)ccc1NC(=O)c1cccs1
    -0.1	5	6	1.9

# Profiles as entered above. Order of screens: FBW7 activator | MITF primary | TEAD-YAP inh | GPR151 activ
# Shown for COC(=O)C1=C(C)N=c2s/c(=C3\C(=O)N(C)c4ccccc43)c(=O)n2C1c1cccs1 (stereo not given) → -0.2 | -7 | -8 | -0.1
# Shown for C#CC(O)(c1ccc(N2CCOCC2)cc1)c1ccc(OC)cc1OC (stereo not given) → -0.1 | i | 7 | 0.3
# Shown for CCC(=O)Oc1ccc(CNC(C)(C)C)cc1 → -0.3 | 6 | 9 | 0.3
# Shown for Cc1nn(CC(=O)Nn2c(C3CCCCC3)nc3ccccc3c2=O)c(C)c1[N+](=O)[O-] → 0.2 | 14 | 0 | -0.8
# Shown for CCOC(=O)C1=C(C)NC2=C(C(=O)CC(C)(C)C2)C1C (stereo not given) → 0.3 | 10 | -9 | 1.1

# The list goes on:
# Value order: FBW7 activator	MITF primary	TEAD-YAP inh	GPR151 activ
O=C(O)c1ccccc1-c1ccccc1C(=O)Nc1ccccn1
    0.5	-5	-7	1.1
CCN(CC)CCn1c2ccccc2c2nc3ccc([N+](=O)[O-])cc3cc21
    0.1	-10	-53	-0.1
O=C(Cc1nnc(NC(=O)c2ccc(Cl)cc2)s1)N/N=C/c1ccc(O)c(O)c1
    -0.5	8	-24	-1.9
COc1cc(NC(=O)C2CCN(c3ccc(Nc4ccc(N5CCOCC5)cc4)nn3)CC2)cc(OC)c1OC
    0.6	24	-6	-1.1
COc1ccc(OC)c(N(CC(=O)Nc2cccnc2)S(=O)(=O)c2ccccc2)c1
    -0.1	6	-5	0.6
O=C(NC(=O)c1cccc(F)c1)OC[C@@H]1CCCN2CCCC[C@H]12
    0.2	-2	-5	-1.2
COc1ccc(-c2cnc(SCC(=O)Nc3ccc(C)cc3)n2C)cc1
    -0.2	-5	5	3.9
CC(C)CN(CC(C)C)C(=O)CSc1nc(N)cc(=O)[nH]1
    0.2	8	1	0.1
COC(=O)c1cnn2c(C(F)(F)F)cc(-c3cccs3)nc12
    0.2	-2	3	0.5
CCCc1nnc(SCC(=O)N2CCOCC2)n1C
    -0.4	5	-7	-1.1
CC(=O)c1cccc(NC(=O)CSc2ccc(Br)cc2)c1
    0.3	5	-23	-0.2
COc1ccc(N2C(=O)CSC2c2cccc(F)c2)c(OC)c1 (stereo not given)
    0.1	-25	3	-1.1
O=C(c1c(F)cccc1F)N1CCC(O)(c2ccc(F)cc2)CC1
    -0.1	-1	-16	0.3
O=S(=O)(Nc1ccc(I)cc1)c1cccc2ccccc12
    -0.2	-18	-3	1.3
CCOC(=O)c1c(NC(=O)CC)sc2c1CCC(C(C)(C)C)C2 (stereo not given)
    -0.1	-18	-23	0.4

# Going on with the list:
molecule | FBW7 activator | MITF primary | TEAD-YAP inh | GPR151 activ
CC(=O)N1CCN(c2ccc(NC(=O)COc3ccc4ccccc4c3)cc2)CC1 | 0.3 | 13 | 13 | 0.0
O=C(NCCN1C(=O)C2C3C=CC(C3)C2C1=O)Nc1ccc(Br)cc1 (stereo not given) | 0.5 | -1 | -60 | -0.7
CCSc1ccccc1C(=O)NCC1(CO)CC1 | -0.1 | 1 | -1 | -0.9
CC(C)(C)n1nc2c(c1NC(=O)c1ccc(S(=O)(=O)N3CCOCC3)cc1)CS(=O)(=O)C2 | 0.1 | -6 | 13 | 0.0
Cc1ccc2c(c1)-c1c(cnn1CC(=O)NCCCN1C(C)CCCC1C)CO2 (stereo not given) | 0.8 | -4 | -13 | 1.7
O=C(Nc1ccc([N+](=O)[O-])cc1Cl)c1cc(Cl)ccc1O | 0.2&0.1&-0.1 | 7&-10&-5 | -72&-27 | -1.6&-0.6&-1.9
Cc1ccc2cc(C#N)c(SCC(=O)Nc3c[nH]c(=O)[nH]c3=O)nc2c1C | 0.2 | 4 | 4 | 1.9
CC(=O)NS(=O)(=O)c1ccc(NC(=O)CCCC(=O)O)cc1 | 1.0 | 2 | -7 | 1.3
CCN(CC)c1ncnc2sc(C(=O)Nc3ccccc3OC)c(C)c12 | 0.0 | -5 | -1 | -1.5
CCc1cccc(NC(=O)CCC(=O)N2CCSc3ccccc32)c1 | -0.1 | 1 | -3 | -1.6
O=C(Cn1c(=O)oc2cc(S(=O)(=O)N3CCc4ccccc43)ccc21)N1CCCCC1 | 0.1 | 3 | -4 | 0.3
Cc1ccc(-c2nnc(SCC(N)=O)n2Cc2ccccc2)cc1 | 0.6 | 7 | -4 | -1.4
COC(=O)C1=C(C)N(CCC2=CCCCC2)C(=O)/C1=C\c1ccccc1O | -0.2 | -2 | 6 | -0.8
CCOC(=O)CS(=O)(=O)c1ccc(C(=O)NCc2ccc(F)cc2)cc1[N+](=O)[O-] | -0.1 | -5 | 0 | -1.1
O=c1c2ccccc2cnn1Cc1n[nH]c(=S)n1-c1ccc(F)cc1 | -0.1 | 7 | 13 | -0.7
Cc1cc(C)cc(NC(=O)COc2ccccc2)c1 | 0.0 | 14 | -5 | 1.5
COc1ccc(NC(=O)CSc2nnc(NC(=O)COc3ccccc3)s2)cc1 | 0.7 | 1 | 9 | -1.3
O=C(NCCCN1CCCC1=O)c1cc(N2CCC(N3CCOCC3)CC2)nc2ccccc12 | 0.0 | 0 | -3 | -3.1
COc1ccc(/C=C2\N=C(c3ccc(Cl)c(Cl)c3)OC2=O)c(OC)c1OC | -0.1 | 11 | 7 | 0.7
COc1ccc(OC)c(C2SCCN2S(=O)(=O)c2ccc(Cl)cc2)c1 (stereo not given) | -0.1 | 15 | 7 | -0.4
COCC(C)NC(=O)c1ccc(OC2CCN(Cc3ccccn3)CC2)cc1 (stereo not given) | -0.1 | -3 | 2 | 5.8*
COCCNc1nc(CN2CCC[C@H]2C(=O)OC)nc2c(C)cccc12 | 0.2 | 13 | 1 | -0.8
C=Cc1ccc(Cn2c(C(=O)O)c(CNC3CCCCC3)c3ccccc32)cc1 | 0.1 | 1 | 8 | -0.5
C=CCc1cc(Cl)ccc1OCCOCCNC(C)(C)C | 0.1 | 18 | 9 | 0.7
COc1cc(-c2nc(-c3ccccc3)c(-c3ccc(Cl)cc3)[nH]2)cc2c1OCO2 | -0.1 | 7 | -3 | 0.2
COc1ccc(N(C(C)=O)C2(C)C(=O)c3ccccc3C2=O)cc1 | 0.4 | 6 | 2 | 0.2
COc1cccc(-n2c(-c3ccco3)n[nH]c2=S)c1 | -0.4 | -6 | -5 | 0.7
Cc1ccc(-c2cn3c(n2)SCC3)cc1 | -0.2 | 7 | -67 | -0.8
Cc1ccc(-n2c(SCC(=O)C(C)(C)C)nc3c(sc(=S)n3-c3ccccc3C)c2=O)cc1 | -0.1 | 19 | 17 | 0.4
COc1cccc(C#N)c1OCc1ccccc1Cl | -0.2 | -9 | -4 | 2.1

# As a working copy, three of the compounds above:
molecule | FBW7 activator | MITF primary | TEAD-YAP inh | GPR151 activ
Cc1ccc(-c2cn3c(n2)SCC3)cc1 | -0.2 | 7 | -67 | -0.8
Cc1ccc(-n2c(SCC(=O)C(C)(C)C)nc3c(sc(=S)n3-c3ccccc3C)c2=O)cc1 | -0.1 | 19 | 17 | 0.4
COc1cccc(C#N)c1OCc1ccccc1Cl | -0.2 | -9 | -4 | 2.1

# Additional compounds:
molecule | FBW7 activator | MITF primary | TEAD-YAP inh | GPR151 activ
CCN(C(=O)COc1cc(=O)n(C)c2ccccc12)c1ccc(C)c(C)c1 | 0.2 | 2 | -5 | -0.3
COc1ccc(NS(=O)(=O)c2cc(C(C)(C)C)ccc2C)cc1S(N)(=O)=O | 0.3 | 15 | -2 | -0.6
NC(=O)c1ccc(NC(=O)CCCOc2ccccc2)cc1 | -0.1 | -13 | -1 | -0.7
OC1c2cc(-c3ccccc3)cnc2Sc2nc(-c3ccncc3)nn21 (stereo not given) | -0.2 | -9 | -5 | -0.8
Cc1ccc(-c2c(NC(C)c3ccccc3)c(=O)c2=O)cc1 (stereo not given) | 0.1 | 0 | 45* | 2.4
CCCNC(=O)C(=O)NCC1OCCCN1S(=O)(=O)c1ccc2c(c1)OCCO2 (stereo not given) | 0.0 | 7 | -5 | -0.4
